IDE cell inh – cellular human IDE inhibition; AID 434962; inhibition, % at 5.59 µM; HEK cells, FAbetaB cleavage, fluorescence polarization; hit rate 0.41% among 320,000;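 active = percent inhibition above the average of all tested compounds plus 3 SD, set per screening campaign, cut at about 16% in these data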;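 note: IDE supplied by intact live HEK cells; FP after avidin binding of uncleaved biotin substrate so inhibition keeps polarization high; 0% = DMSO wells and 100% = 60 µM reference IDE inhibitor Ii1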
Target sequence (P14735 whole entry, looked up): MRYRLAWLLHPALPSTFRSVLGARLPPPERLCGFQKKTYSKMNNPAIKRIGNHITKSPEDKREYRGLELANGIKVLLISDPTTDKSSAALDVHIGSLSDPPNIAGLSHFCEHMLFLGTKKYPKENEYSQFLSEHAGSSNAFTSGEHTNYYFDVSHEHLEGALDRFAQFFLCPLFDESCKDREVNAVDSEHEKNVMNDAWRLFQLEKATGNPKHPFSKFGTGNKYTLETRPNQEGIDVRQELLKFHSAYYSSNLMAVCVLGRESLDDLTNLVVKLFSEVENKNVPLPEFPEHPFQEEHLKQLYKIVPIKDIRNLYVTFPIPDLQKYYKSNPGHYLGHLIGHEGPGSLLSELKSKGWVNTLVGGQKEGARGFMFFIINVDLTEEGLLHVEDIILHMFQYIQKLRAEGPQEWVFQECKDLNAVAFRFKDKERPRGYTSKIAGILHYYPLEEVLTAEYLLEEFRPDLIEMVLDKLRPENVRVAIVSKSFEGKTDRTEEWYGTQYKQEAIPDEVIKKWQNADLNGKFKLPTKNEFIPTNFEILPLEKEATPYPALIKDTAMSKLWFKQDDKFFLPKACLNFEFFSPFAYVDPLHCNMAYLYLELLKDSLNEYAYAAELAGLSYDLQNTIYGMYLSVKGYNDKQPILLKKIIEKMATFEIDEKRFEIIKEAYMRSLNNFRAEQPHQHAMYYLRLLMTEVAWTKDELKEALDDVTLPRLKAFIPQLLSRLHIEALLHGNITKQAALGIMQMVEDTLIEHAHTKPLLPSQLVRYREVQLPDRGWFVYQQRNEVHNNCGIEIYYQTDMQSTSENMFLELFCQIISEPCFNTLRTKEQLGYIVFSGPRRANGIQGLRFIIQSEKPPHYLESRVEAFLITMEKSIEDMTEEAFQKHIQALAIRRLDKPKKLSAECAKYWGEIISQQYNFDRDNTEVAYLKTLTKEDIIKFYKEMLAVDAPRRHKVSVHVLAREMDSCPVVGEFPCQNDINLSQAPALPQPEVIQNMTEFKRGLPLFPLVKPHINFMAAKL
CRFR2-BP antag – antagonists of CRF-binding protein/CRF-R2 receptor complex; HEK293 CRF-R2/CRF-BP, CRF-induced calcium fluorescence; inhibition, % at 11.8 µM; hit rate 0.59% among 350,000; AID 588475;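 active = inhibition of the ligand-induced calcium signal above about 50% at the single tested concentration, limit read from the data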
CHRM5 PAM – potentiates acetylcholine response at human M5 receptor; P08912; CHO-K1 hM5, Fluo-8 calcium, ACh EC20 PAM; 0% = ACh EC20, 100% = ACh EC100; activation, % at 3 µM; hit rate 0.3% among 360,000; AID 624038;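 active = activation above the run cutoff, the mean activation of all test compounds plus 3 SD, cut at about 18% in these data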
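Replicates: One well per compound, no replicates | System: Human M5 receptor in CHO-K1 cells | Benchmarks: Low control EC20 acetylcholine (0%), high control EC100 acetylcholine (100%) | Probe or stimulus: Acetylcholine, EC20 level | Times: Fluo-8 loading 80 min at 37 °C plus 30 min room temperature | Signal: Intracellular calcium via Fluo-8 fluorescence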
M5 ag – CHRM5 agonism in calcium assay; P08912; CHO-K1 hM5 cells, Fluo-8 calcium fluorescence; 0% DMSO wells, 100% maximal acetylcholine response; activation, % at 3 µM; hit rate 0.19% among 360,000; AID 624037;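 active = activation above the run's mean over test compounds plus 3 SD, cut at about 23% in these data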;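 note: signal is peak over basal fluorescence ratio across the kinetic read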
CHRM4 antagonist – CHRM4 antagonism in calcium assay. P08173. CHO-hM4 cells, ACh EC80, Fluo-8 calcium fluorescence. inhibition, % at 3 µM. hit rate 0.73% among 360,000;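 active = inhibition above its plate's cutoff, the mean inhibition of sample wells plus 3 SD, cut at about 27% in these data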;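 note: 0% = acetylcholine EC80 with DMSO and 100% = DMSO without agonist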
CRFR2-BP ag – CRF-BP/CRF-R2 complex agonism. HEK293 CRF-R2/CRF-BP, calcium dye fluorescence (FLIPR); percent of saturating CRF peptide response. activation, % at 13.2 µM. hit rate 0.46% among 350,000. AID 588473;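 active = activation of at least 50%, plus an integration ratio under a set limit after plate pattern correction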;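 note: plate controls were neutral control wells without compound for no effect and CRF at EC100 for full effect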
CHRM4 PAM – positive allosteric modulators of human muscarinic M4 receptor; P08173; CHO-K1 hM4/Gqi5, Fluo-8 calcium fluorescence, ACh EC20; 0% = ACh EC20, 100% = maximal ACh; activation, % at 3 µM; hit rate 0.4% among 360,000;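 active = activation above its plate's cutoff, the mean activation of sample wells plus 3 SD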; note: some results filed as inactive read as strong as hits
CHRM5 antagonist – antagonists of human muscarinic M5 receptor (CHRM5) | P08912 | CHO-hM5 cells, Fluo-8 calcium fluorescence, ACh EC80 | inhibition, % at 3 µM | hit rate 0.59% among 360,000;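 active = inhibition above a per-plate cutoff, the mean of that plate's test compounds plus 3 SD, cut at about 27% in these data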;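 note: 0% = acetylcholine EC80 with DMSO and 100% = DMSO without agonist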
CHRM4 agonist – CHRM4 agonism in calcium assay | CHO-K1 hM4/Gqi5, Fluo-8 calcium fluorescence; vehicle 0%, full acetylcholine response 100% | activation, % at 3 µM | hit rate 0.14% among 360,000 | AID 624127;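 active = activation above the run mean over all test wells plus 3 SD, cut at about 32% in these data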;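 note: peak over basal fluorescence ratio per well then scaled between controls; 0% = DMSO wells and 100% = acetylcholine at EC100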
* marks the source's active call; other numbers are inactive results; x = no result given.

structure,IDE cell inh,CRFR2-BP antag,CHRM5 PAM,M5 ag,CHRM4 antagonist,CRFR2-BP ag,CHRM4 PAM,CHRM5 antagonist,CHRM4 agonist
O=C(CN1C(=O)NC2(CCCc3ccccc32)C1=O)c1ccc(F)cc1 (stereo not given),-4,-10,-2,6,-3,0.1,7,-4,6
CC1C(=O)CC2C3(C)CCC2(C(C)C(=O)O)C(=O)C13 (stereo not given),x,x,1,2,-11,x,7,0,1
O=C(NCCNCC(O)COc1ccc(O)cc1)N1CCOCC1 (stereo not given),x,3,-2,0,7,-0.3,-5,-3,1
COC(=O)[C@H](Cc1ccccc1)NC(=O)[C@@H](N)CC(=O)O,7,-11,-1,1,4,-1.3,-3,-3,0
CC#Cc1cc2c(cc1O)CCC1C2CCC2(C)C(O)CCC12 (stereo not given),x,-24,-17,-2,3,-3.5,-9,15,7
Cc1ccccc1OCC(=O)OCC(=O)NC1CCCCCC1,x,1,-8,-2,6,-1.3,-2,8,0
Cc1ccc(NC(=O)CN(C)C(=O)CSc2nnc(N)s2)cc1,-1,-2,-7,1,14,-0.9,1,18,-1
Cn1ccnc1C(=O)c1ccc(S(=O)(=O)N2CCCC2)cc1,-1,7,-6,-2,3,-0.2,0,-4,1
COc1ccc(C(=O)N/N=C(\C)CC(=O)Nc2ccccn2)cc1OC,2,-3,-3,-2,-6,-0.2,0,6,0
COc1cc2cc(C(=O)N(C)Cc3ccccc3)[nH]c2cc1OC,x,-3,-8,-4,0,-7.5,2,13,1
COc1ccc(/C=N/NC(=O)c2cc3c(ccc4ccccc43)o2)cc1OC,x,2,-4,-1,-2,0.2,-6,-1,12
CCCCC(NC(=O)COc1cc2c(c3oc(=O)cc(C)c13)CCC(C)(C)O2)C(=O)O (stereo not given),8,-2,1,-2,-3,1.4,-1,0,0
CCOc1cc(C#N)ccc1OCC(=O)N1CCc2ccccc2C1,-1,1,0,-1,3,-0.8,3,4,1
CCN(CC)S(=O)(=O)c1ccc(NC(=O)COC(=O)CNC(=O)C2CCCCC2)cc1,x,-3,0,2,5,1.1,-1,4,3
C(#CC1CCCC1)c1ccc2c(c1)COc1c3ccccc3nn1-2,6,-2,-4,4,0,0.3,-1,3,1
CCS(=O)(=O)NCC(c1cccnc1)N1CCN(c2ccc(OC)cc2)CC1 (stereo not given),1,-2,-2,-4,1,-1.1,4,1,0
CO/N=C\C(=N\Nc1ccc(OC)cc1)C(=O)c1ccccc1,4,0,-3,-5,-3,0.5,-1,-2,-2
CC1=CC2=NC(=O)/C(=C\c3cccn3CCOc3ccccc3)C(=N)N2O1,0,-3,-6,-3,1,3.6,1,5,5
O=[N+]([O-])c1ccc(C(O)CN=Cc2ccc(O)cc2O)cc1 (stereo not given),-1,-7,-6,3,1,0.6,-4,3,2
Nc1nnc(SCC(=O)Nc2cccc(Cl)c2)s1,x,10,10,-4,-6,1.2,8,-2,1
Cc1ccc(Cc2c(-c3ccco3)nc3ccc(Br)cn23)cc1,x,x,4,1,-3,x,3,9,-1
COc1ccc(C)cc1NC(=O)C1CCCN1S(=O)(=O)c1ccccc1F (stereo not given),0,6,-9,1,3,-1.0,4,7,0
CNc1cncc(-c2cccc(C(=O)NC3CC3)c2)n1,x,x,-4,2,-1,x,1,1,1
COc1ccc(C(CNC(=O)c2cccc(S(=O)(=O)N3CCOCC3)c2)N2CCCC2)cc1 (stereo not given),-2,-1,-3,-1,-11,-0.4,1,-3,0
O=C(NC1CCCN(Cc2ccc(Cl)cc2)C1)c1ccccc1-c1ncc[nH]1 (stereo not given),x,24,-4,-5,2,-0.5,2,10,1

Laid out differently: results already given.
CCN(CC)S(=O)(=O)c1ccc(NC(=O)COC(=O)CNC(=O)C2CCCCC2)cc1
  IDE cell inh: x
  CRFR2-BP antag: -3
  CHRM5 PAM: 0
  M5 ag: 2
  CHRM4 antagonist: 5
  CRFR2-BP ag: 1.1
  CHRM4 PAM: -1
  CHRM5 antagonist: 4
  CHRM4 agonist: 3

C(#CC1CCCC1)c1ccc2c(c1)COc1c3ccccc3nn1-2
  IDE cell inh: 6
  CRFR2-BP antag: -2
  CHRM5 PAM: -4
  M5 ag: 4
  CHRM4 antagonist: 0
  CRFR2-BP ag: 0.3
  CHRM4 PAM: -1
  CHRM5 antagonist: 3
  CHRM4 agonist: 1

CCS(=O)(=O)NCC(c1cccnc1)N1CCN(c2ccc(OC)cc2)CC1 (stereo not given)
  IDE cell inh: 1
  CRFR2-BP antag: -2
  CHRM5 PAM: -2
  M5 ag: -4
  CHRM4 antagonist: 1
  CRFR2-BP ag: -1.1
  CHRM4 PAM: 4
  CHRM5 antagonist: 1
  CHRM4 agonist: 0

CO/N=C\C(=N\Nc1ccc(OC)cc1)C(=O)c1ccccc1
  IDE cell inh: 4
  CRFR2-BP antag: 0
  CHRM5 PAM: -3
  M5 ag: -5
  CHRM4 antagonist: -3
  CRFR2-BP ag: 0.5
  CHRM4 PAM: -1
  CHRM5 antagonist: -2
  CHRM4 agonist: -2

Single records, as listed above.
Nc1nnc(SCC(=O)Nc2cccc(Cl)c2)s1 across the screens: IDE cell inh: x; CRFR2-BP antag: 10; CHRM5 PAM: 10; M5 ag: -4; CHRM4 antagonist: -6; CRFR2-BP ag: 1.2; CHRM4 PAM: 8; CHRM5 antagonist: -2; CHRM4 agonist: 1
COc1cc2cc(C(=O)N(C)Cc3ccccc3)[nH]c2cc1OC across the screens: IDE cell inh: x; CRFR2-BP antag: -3; CHRM5 PAM: -8; M5 ag: -4; CHRM4 antagonist: 0; CRFR2-BP ag: -7.5; CHRM4 PAM: 2; CHRM5 antagonist: 13; CHRM4 agonist: 1

Continuation:
structure,IDE cell inh,CRFR2-BP antag,CHRM5 PAM,M5 ag,CHRM4 antagonist,CRFR2-BP ag,CHRM4 PAM,CHRM5 antagonist,CHRM4 agonist
Cc1cc(C)n(CC(=O)NNC(=O)c2cccc(C(F)(F)F)c2)n1,-2,4,10,-3,0,-0.2,11,-3,1
CCCCN1CC[C@H]2C=CC[C@@H](C(=O)NCc3ccc(OC)cc3)[C@H]2C1=O,1,2,0,-3,5,-1.3,-1,7,0
Cc1cccc(OCCNC(=O)c2ccc(Cl)c(S(=O)(=O)NCc3cccnc3)c2)c1,2,-7,-18,0,-26,0.5,5,1,8
COc1cccc(-c2nc(CS(=O)CC(=O)NC(C)CCc3ccccc3)c(C)o2)c1 (stereo not given),3,-7,4,-1,-11,-0.7,-2,-8,4
CCOC1(OCC)C(c2ccc(N)cc2)C(C#N)(C#N)C1(OCC)OCC (stereo not given),-4,-13,1,0,-8,-0.1,12,-2,1
Cc1ccc(S(=O)(=O)N2CCCCC2)cc1C(=O)OCC(=O)NC(=O)NC12CC3CC(CC(C3)C1)C2,-2,13,0,0,2,-2.2,-2,-4,0
Cc1ccc(S(=O)(=O)CCC(=O)Nc2nc(-c3cccnc3)cs2)cc1,-4,3,-5,-2,-8,1.9,12,10,2
OC(CN1C2=NCCN2c2ccccc21)c1ccccc1 (stereo not given),9,-16,3,-4,-20,0.8,26,-8,1
O=C(CN1C(=O)NC2(CCCCCC2)C1=O)Nc1ccc(Cl)c([N+](=O)[O-])c1,2,-6,-1,3,-9,0.5,1,6,4
CN(C)C(=O)c1ccc(NC(=O)c2cccc(S(=O)(=O)N3CCCCCC3)c2)cc1,1,10,-7,1,-5,0.6,0,7,4
Cc1cccc(NC(=O)c2cc([N+](=O)[O-])ccc2NCC2CCCO2)n1 (stereo not given),5,7,-4,-2,3,-1.9,-6,6,4
O=C(NCc1cccnc1)NC(=O)c1ccc(Cl)cc1,-1,9,-2,0,2,-1.1,4,6,2
CC(C)C(C)NC(=O)CN1C(=O)NC2(CCCc3ccccc32)C1=O (stereo not given),1,0,-4,-1,4,-1.0,-4,5,0
CCOC(=O)C(NC(C)=O)(NS(=O)(=O)c1ccccc1)C(F)(F)F (stereo not given),1,-6,-5,-5,0,-0.7,2,0,1
COc1cccc(CN2CCN(C(=O)c3cc(-c4ccncc4)nc4ccc(C)cc34)CC2)c1,-1,-21,-13,1,10,-0.6,-9,27,20
Cc1ccc(-c2nnc(Nc3ccc4c(c3)OCO4)c3ccccc23)cc1S(=O)(=O)NC(C)C,2,20,-12,-5,13,-0.8,-12,7,1
CCCn1c(C(C)Nc2nc(-c3ccc(C)cc3)cs2)nc2cc(Cl)c(N3CCCCC3)cc21 (stereo not given),-3,4,2,2,4,1.9,5,7,2
COc1ccc(-c2cc(=O)c(C(=O)c3ccc(C)cc3)n[nH]2)cc1,3,-3,-17,-2,2,-0.5,-9,27,12
c1ccc(CCc2nn3c(Cc4ccccc4)nnc3s2)cc1,5,-15,2,-2,0,-2.0,-3,-15,1
CN(NS(=O)(=O)c1ccc([N+](=O)[O-])cc1)c1ccccc1,x,20,-1,-5,-4,-1.4,7,14,2
Nc1ccc(-c2nc3cc(N)ccc3o2)cc1,-3,-1,2,2,10,-0.7,-3,6,1
COc1cc(CNCCCN2CCOCC2)ccc1OCC(=O)NC(C)(C)C,-6,1,7,3,-14,5.1,5,1,1
COC(=O)CC(NS(=O)(=O)c1cccs1)c1cccc2ccccc12 (stereo not given),1,-19,-3,-2,-8,-1.1,1,-4,0
Cn1c(=O)c2c(n(Cc3ccccc3)c1=O)NC(=O)C2CC(=O)O (stereo not given),1,18,0,1,-8,-1.6,2,4,0
CCOC(=O)c1ccc(NC(=O)CN2C(=O)CCC2=O)cc1,4,-46,-9,-1,2,3.4,-1,4,1
CCOc1ccc(/C=N/Nc2ccc(Cl)nn2)c(O)c1,-2,6,2,-5,7,1.0,-1,3,1
Cc1cc(C)n(C(=O)c2cccc(S(=O)(=O)N3CCCCC3)c2)n1,-5,16,5,7,-3,-1.5,4,-8,1

Screening data from PubChem BioAssay.
